Screening data deposited in PubChem BioAssay by PCMD.
FXIIa single – human FXIIa protease inhibitors, primary screen, biochemical, single well | Coagulation factor XII (Homo sapiens), P00748 | purified human FXIIa, AMC substrate fluorescence, 2 h | inhibition, % at 10 µM | 33,000 compounds, 0.2% hits | AID 701, 2007; in the data active means inhibition above about 30%;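 further: 0% = enzyme with vehicle only and 100% = no enzyme blank; many of its hits are not listed in these tables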
FXIa inh – human FXIa protease inhibitors, primary screen, biochemical, single compound per well | Coagulation factor XI (Homo sapiens), P03951 | purified human FXIa, fluorogenic AMC substrate cleavage | inhibition, % at 10 µM | 33,000 compounds, 0.3% hits;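 active means inhibition above 40% in the primary screen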;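 further: 0% = enzyme without compound and 100% = blank wells lacking enzyme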
Target sequence (P03951 19-387 limits assumed): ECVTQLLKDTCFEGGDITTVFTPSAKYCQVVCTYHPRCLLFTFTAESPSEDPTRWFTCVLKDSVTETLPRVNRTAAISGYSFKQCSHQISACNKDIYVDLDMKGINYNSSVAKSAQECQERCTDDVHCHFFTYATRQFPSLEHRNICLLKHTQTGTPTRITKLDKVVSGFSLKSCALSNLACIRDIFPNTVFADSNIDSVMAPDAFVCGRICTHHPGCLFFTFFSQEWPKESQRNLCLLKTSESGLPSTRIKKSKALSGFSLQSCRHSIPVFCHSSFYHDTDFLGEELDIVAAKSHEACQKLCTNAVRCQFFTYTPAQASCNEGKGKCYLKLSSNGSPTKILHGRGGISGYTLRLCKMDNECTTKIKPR
Target sequence (P03951 388-625 limits assumed): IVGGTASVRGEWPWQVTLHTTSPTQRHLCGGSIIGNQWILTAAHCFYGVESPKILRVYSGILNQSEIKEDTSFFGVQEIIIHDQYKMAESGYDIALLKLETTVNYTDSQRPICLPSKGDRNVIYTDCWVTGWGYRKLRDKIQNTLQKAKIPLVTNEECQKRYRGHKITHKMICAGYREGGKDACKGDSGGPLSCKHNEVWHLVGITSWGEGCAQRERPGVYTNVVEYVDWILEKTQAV
An asterisk follows results filed as active. Some of the compounds tested; the hit share may differ from the screen's.

SMILES | FXIIa single | FXIa inh
CCCCCCc1cc2cc(-c3nnc(-c4cccc(OC)c4)o3)c(=O)oc2cc1O | -44 | -18
Cn1cnnc1Sc1nc2ccccc2nc1NS(=O)(=O)c1ccccc1 | -14 | 3
Cc1[nH]c2ccccc2c1C(=O)COC(=O)C1CCC(=O)N1 (stereo not given) | 3 | 5
CC(C)Nc1nc(NC(C)C)nc(NS(=O)(=O)c2ccc(N)cc2)n1 | 5 | -6
Cc1ccc(Cn2c(N3CCCCCC3)nc3c2c(=O)[nH]c(=O)n3C)cc1 | 7 | 3
COc1ccc2c(c1OC)C(=O)O[C@@H]2[C@H]1c2c(cc3c(c2OC)OCO3)CCN1C | 4 | 5
Cc1onc(-c2c(F)cccc2Cl)c1C(=O)NCc1cccs1 | 4 | 4
CC(C)(C)n1nnnc1C(c1cccs1)N1CCN(Cc2ccc3c(c2)OCO3)CC1 (stereo not given) | 3 | -3
CCCCCC(=O)Nc1c(-c2ccc(OC)cc2)c(=O)c2ccccc2n1C | 2 | -12
C=C(Cl)COC(=O)C1C2C=CC(C2)C1C(=O)O (stereo not given) | 2 | -4
Clc1ccc(OCCCCSc2ncccn2)cc1 | 3 | -1
Cc1nnc2c(NC(C)C)nc3ccccc3n12 | 3 | -4

Random excerpt: 5 compounds from above, in no set order.
SMILES | FXIIa single | FXIa inh
Cc1[nH]c2ccccc2c1C(=O)COC(=O)C1CCC(=O)N1 (stereo not given) | 3 | 5
CCCCCC(=O)Nc1c(-c2ccc(OC)cc2)c(=O)c2ccccc2n1C | 2 | -12
Cc1ccc(Cn2c(N3CCCCCC3)nc3c2c(=O)[nH]c(=O)n3C)cc1 | 7 | 3
Clc1ccc(OCCCCSc2ncccn2)cc1 | 3 | -1
C=C(Cl)COC(=O)C1C2C=CC(C2)C1C(=O)O (stereo not given) | 2 | -4

Continuation:
SMILES | FXIIa single | FXIa inh
COc1ccc(NC(=O)C2CCN(S(=O)(=O)c3c(C)noc3C)CC2)cc1Cl | 16 | -1
CCOC(=O)c1nnn(CC(=O)Nc2ccccc2OC)c1C(=O)OCC | -13 | -13
CC(/C(O)=C(\C#N)c1nc2ccccc2n1C)N1C(=O)c2ccccc2C1=O (stereo not given) | 0 | 0
NC(=O)COC(=O)CCCc1nc2ccccc2s1 | -12 | 28
CCOC(=O)c1ccc(N/C=C2/CCCC(C)C2=O)cc1 (stereo not given) | -11 | 19
CCc1c(C)nc(N)n2c(SCC(=O)N3CCN(c4ccccc4)CC3)nnc12 | 0 | -5
COc1ccc(S(=O)(=O)NC2CC(C)(C)NC(C)(C)C2)c(C)c1C | -1 | -4
CCCC(C)NC(=O)c1ccc(C2SCC(=O)N2Cc2ccco2)cc1 (stereo not given) | 5 | -2
COC(=O)c1ccc(OC(=O)c2ccc(OCc3c(C)noc3C)c(OC)c2)cc1 | 2 | 0
CCC(Oc1ccccc1)C(=O)Nc1nc2c(s1)C(=O)CC(C)(C)C2 (stereo not given) | 4 | -11
CSc1cc(-c2ccccc2)n(Cc2ccccc2Cl)c(=O)c1C#N | 2 | 2
COc1ccc(OC(C)C(=O)N2CCc3ccccc3C2)cc1 (stereo not given) | 1 | -2
CCN1C(=O)NC2=C(C(=O)c3ccccc32)C1c1ccccc1F (stereo not given) | 3 | -1
COc1ccc(C(=O)NCC(=O)OC2CCCCC2=O)cc1 (stereo not given) | 1 | -3
CCOc1ccc(NC(=O)CCN2CCN(S(=O)(=O)c3ccc(Cl)cc3)CC2)cc1 | 8 | -7
O=C(CCCn1c(=O)[nH]c2cc(Cl)ccc2c1=O)NC1CCCCCC1 | 7 | 5
COCCCNC(=O)CN(c1ccc(Cl)c(Cl)c1)S(C)(=O)=O | 13 | -1
Cc1ccc2[nH]c3c(c2c1)CN(C(=O)CN1CC(C)OC(C)C1)CC3 (stereo not given) | 6 | -9
Cc1ccc(S(=O)(=O)N=S(CC2CC2(Cl)Cl)CC2CC2(Cl)Cl)cc1 (stereo not given) | 5 | -4
NS(=O)(=O)c1ccc(NS(=O)(=O)c2cccs2)cc1 | 4 | -5
O=C(c1ccc(Cn2cc(Br)cn2)cc1)N1CCN(c2ccccc2)CC1 | 6 | -5
Cc1cccc(NC(=O)c2cc(NC(=O)c3ccccc3)ccc2N2CCCCC2)c1 | -8 | -1
CCOC(=O)C1CCN(S(=O)(=O)c2cccc(-c3cn4cc(Cl)ccc4n3)c2)CC1 | 0 | -2
CC(C)c1cc(C(=O)Nc2cccc(C(F)(F)F)c2)no1 | 6 | -4
CCOC(=O)N=S(=O)(Oc1ccc([N+](=O)[O-])cc1)c1ccccc1 (stereo not given) | 6 | 44*
Cc1ccc(SC(C)C(=O)Nc2cccc(N(C)S(C)(=O)=O)c2)cc1 (stereo not given) | 17 | -6
CCOc1cccc(/C(O)=C2/C(=O)C(=O)N(Cc3ccco3)C2c2ccncc2)c1 (stereo not given) | 4 | 1
CCOc1ccc2[nH]c(=O)c(=O)[nH]c2c1 | 4 | -2
CN1C(=O)c2cccc3c(S(=O)(=O)Nc4ccccn4)ccc1c23 | -9 | 3
O=C1NC2(C=Cc3c(ccc4ccccc34)O2)Oc2ccccc21 (stereo not given) | -1 | -11
O=C(COc1ccc(S(=O)(=O)NCc2ccccc2)cc1Cl)NCC1CCCO1 (stereo not given) | 1 | 4
CCOc1cc(C(=O)OCC(=O)c2c[nH]c3ccccc23)ccc1OCC(=O)N1CCOCC1 | 0 | -8
Cc1csc(SCC(=O)c2c(N)n(CC(C)C)c(=O)n(C)c2=O)n1 | 4 | 7
O=C1CC(N2CCN(c3ccccc3F)CC2)C(=O)N1c1ccc(F)cc1 (stereo not given) | -12 | -1
COc1ccc(C(=O)NCC(=O)N2CCC(C)CC2)cc1OC | 2 | -3
Cc1ccc2nc(-c3cccnc3)oc2c1 | -10 | -1
CC(=O)N1c2ccccc2NC(=O)C1(C)C | -1 | -5
COc1ccc(CCNc2cc(-c3ccccc3)nc3ncnn23)cc1 | 3 | 4
Cc1ccc(NC(=O)N(CCCN2CCOCC2)Cc2cccnc2)cc1C | 5 | 4
Cc1cc(C(=O)Nc2ccccc2N2CCOCC2)c2ccccc2n1 | -2 | -10
CCOC(=O)c1sc(NC(=O)c2ccc(S(=O)(=O)N(C)C)cc2)nc1C | 4 | 3
O=C(COc1ccccc1CNCc1ccccc1)Nc1ccccc1 | 4 | 9
COc1ccc(C(=O)N2CCCC2)cc1S(=O)(=O)N1CCOCC1 | 8 | 3
OCc1cn(-c2ccccc2)nc1-c1cccnc1 | 2 | -2
CCOC(=O)c1nnn(CC(=O)Nc2cc(F)ccc2F)c1C(=O)OCC | 4 | 3
CSc1nc2c(c(-c3ccc(O)cc3)c1C#N)CCC2 | 7 | 4
O=C(NC1CCCCC1)c1ccc(Cn2cc(Cl)cn2)cc1 | 4 | 8
COc1ccc(C(=O)Cc2cnn(-c3ccccc3)c2)c(O)c1 | 2 | 14
O=C(NCCc1ccccc1)c1ccc(=O)oc1 | 14 | 4
CCOC(=O)c1ccccc1N1C(=O)CSC1=S | -11 | -12
Cc1nc2ncnn2c(C)c1CCC(=O)N1CCN(Cc2ccccc2)CC1 | 5 | -3
Cc1csc(NC(=O)CSc2nnc(-c3ccccc3)o2)n1 | 8 | -2
Cc1ccccc1NC(=O)c1sc2nc3c(c(-c4ccco4)c2c1N)CCCC3 | 4 | -4
CCOc1ccc(-n2c(N)c(C(=O)NCc3cccnc3)sc2=S)cc1 | 5 | 4
CNC(=O)c1cc2ccc(OC)cc2oc1=O | -43 | 0
O=C(O)CCCCc1nc2ccccc2s1 | 7 | -7
c1cc(CNCCCN2CCOCC2)ccn1 | -3 | -7
CCN(CC)CCN(C)Cc1ccc(Br)cc1 | -15 | 17
COCc1cc(C)nc(N2CCN(Cc3ccccc3)CC2)c1C#N | 7 | -10
O=C1CCCN1CCC1CCN(C2CC(=O)N(c3ccc(F)cc3)C2=O)CC1 (stereo not given) | 2 | -1

Entries listed so far printed as active in FXIa inh.
SMILES | FXIIa single | FXIa inh
CCOC(=O)N=S(=O)(Oc1ccc([N+](=O)[O-])cc1)c1ccccc1 (stereo not given) | 6 | 44*

(listing goes on)
SMILES | FXIIa single | FXIa inh
O=C(CN(c1ccc(F)cc1)S(=O)(=O)c1ccc2c(c1)OCCO2)NCc1ccncc1 | 0 | -1
CCOc1ccccc1NC(=O)CSc1nnnn1-c1ccccc1 | 0 | -2
CN(C)S(=O)(=O)c1ccc(Nc2ccc(-c3ccc4c(c3)OCCO4)nn2)cc1 | 5 | -5
Cc1ccc(OC(C)C(=O)Nc2ccc(S(=O)(=O)Nc3cc(C)on3)cc2)cc1 (stereo not given) | 7 | 3
CCOC(=O)CNC(=O)CNC(=O)c1ccc(OCC(C)C)cc1 | -15 | -3
O=C(NCCc1nc2ccccc2[nH]1)c1ccc(F)cc1 | 2 | 8
Cc1occc1-c1nnc(SCC(=O)Nc2nc(C(C)(C)C)cs2)o1 | 4 | 6
CCc1nnc(NC(=O)c2cccc(S(=O)(=O)N3CC(c4ccccc4)CC3=O)c2)s1 (stereo not given) | 5 | 9
O=C(Nc1ccon1)c1csc2c1CCCC2 | 5 | 2
CCN(CC)C(=O)CN(c1ccc(C)cc1)S(=O)(=O)c1ccc(SC)cc1 | 3 | 3
Cc1cc(C)n(-c2ncnc3sc(C)c(C)c23)n1 | 5 | 2
CN(C)c1ccc(/C=C/c2cc[n+]([O-])cc2)cc1 | 6 | 1
O=C(NC1CCS(=O)(=O)C1)N1CCCCC1 (stereo not given) | 2 | -1
COc1cc(OC)c(C2=NOC(C(=O)NCCc3ccccc3)C2)cc1Cl (stereo not given) | 8 | -5
O=C1CCC(/C=C/c2ccccc2)=NN1Cc1ccc(Cl)c(Cl)c1 | -4 | -5
CCC(C)NC(=O)CCc1c(C)nc2nc(-c3cc(OC)cc(OC)c3)nn2c1C (stereo not given) | 2 | 6
C/C=C/C(=O)OCC(=O)Nc1nc2ccc(C)cc2s1 | 3 | 1
COc1cccc(OC)c1OCCN(C)C | 6 | -4
CC(=O)c1ccc(OC(=O)C(CCS(C)(=O)=O)N2C(=O)c3ccccc3C2=O)cc1 (stereo not given) | 22 | -8
Cc1oc(-c2cccc(Cl)c2)nc1CSCC(=O)O | 10 | 10
Cc1ccc2cc(CCNC(=O)c3ccc4c(c3)OCO4)c(=O)[nH]c2c1C | 2 | 4
O=C(Cn1c(=O)sc2ccccc21)Nc1ccc(S(=O)(=O)N2CCCC2)cc1 | -7 | 4
COc1ccc2cc3cc(C(=O)N4CCN(c5ccccc5)CC4)oc3nc2c1 | -13 | 28
CCOC(=O)c1ccccc1NC(=O)CSc1nnc(C(C)C)n1CC | 3 | -3
COc1ccc(OCC(=O)Nc2cc(-c3nn(C)c(=O)c4ccccc34)ccc2OC)cc1 | 11 | 42*
CSc1ncc(Cl)c(C(=O)NCc2ccc3c(c2)OCO3)n1 | 2 | 0
CN(C)S(=O)(=O)N(CC(=O)Nc1ccc2ccccc2c1)c1ccccc1 | -13 | -1
COc1ccc(OCCCC(=O)Nc2cccnc2)cc1 | 10 | 2
O=C(CCC(=O)OCC(=O)c1ccc(Cl)cc1)NC1CCCCC1 | 6 | 10
CCC(=O)Nc1nnc(SCCOC)s1 | 7 | -5
Cc1nc2ccc(NC(=O)NCCO)cc2s1 | 5 | -4
CCN(CC)CCCn1c(=S)[nH]c2cc(OC)c(OC)cc2c1=O | -10 | 26
COc1ccc(CCNC(=O)C2CCN(S(C)(=O)=O)CC2)cc1 | 11 | 1
COc1ccccc1NC(=O)CSc1nncn1-c1cccnc1 | 1 | -2
Cc1cc(S(=O)(=O)Nc2ccc(F)cc2)c(C)s1 | 8 | -5
CCCC(CCC)C(=O)OC1C[C@H]2CC[C@@H](C1)[N+]2(C)C (stereo not given in full) | 5 | 16

Three compounds already listed, sorted by the number in FXIIa single, high to low.
SMILES | FXIIa single | FXIa inh
COc1ccc(CCNC(=O)C2CCN(S(C)(=O)=O)CC2)cc1 | 11 | 1
Cc1cc(S(=O)(=O)Nc2ccc(F)cc2)c(C)s1 | 8 | -5
COc1ccccc1NC(=O)CSc1nncn1-c1cccnc1 | 1 | -2

The list goes on.
SMILES | FXIIa single | FXIa inh
O=C(NCCCN1CCOCC1)NC1CCCCC1 | 4 | 8
CC(C)c1nc(SCC(=O)N2CCCc3ccccc32)c2c(=O)n(C)c(=O)n(C)c2n1 | 6 | 2
COC(=O)c1cc2ccsc2n1CC(=O)Nc1cc(C)cc(C)c1 | 5 | 3
O=C(Nc1ccc(-c2nc3c(ccc4ccccc43)o2)cc1)c1ccco1 | -15 | -15
Cc1ccccc1CSCCNS(C)(=O)=O | 6 | 2
O=C(NC(=S)NC1CC1)c1cccnc1 | -15 | 6
Cc1cccc(OCC(=O)Nc2cc(C)on2)c1 | -15 | -1
CCOc1cccc(-c2nnc(SCC(=O)Nc3cc(OC)cc(OC)c3)n2N)c1 | 6 | -1
COc1cc(NC(=O)C2CC(=O)NC3=C2C(=O)CCC3)cc(OC)c1 (stereo not given) | -3 | -9
Cc1onc(-c2c(F)cccc2Cl)c1C(=O)NCc1ccccn1 | -14 | 3
CCCCNC(=O)OCC(CC)NC(=O)OCC(C)C (stereo not given) | -3 | -9
CCC1=Nc2cc(C(=O)NCCCOC)ccc2Sc2ccccc21 | 4 | 2
C=CCn1c(CCNC(=O)c2cccs2)nnc1SCC(=O)c1cccc([N+](=O)[O-])c1 | 14 | -1

Part of the list above, as comma-separated lines:
smiles,FXIIa single,FXIa inh
O=C(NC(=S)NC1CC1)c1cccnc1,-15,6
COc1cc(NC(=O)C2CC(=O)NC3=C2C(=O)CCC3)cc(OC)c1 (stereo not given),-3,-9
CCCCNC(=O)OCC(CC)NC(=O)OCC(C)C (stereo not given),-3,-9
CC(C)c1nc(SCC(=O)N2CCCc3ccccc32)c2c(=O)n(C)c(=O)n(C)c2n1,6,2
